aSyn rescue: inhibitors of alpha-synuclein toxicity in yeast | Yeast expressing alpha-synuclein, growth rescue, BacTiter-Glo, 24 h | Potency, µM (doses to about 46.1 µM), inactives show at the top dose growth rescue (activation), hits mostly activators | actives 0.14% (n = 370,000) | AID 652106; also: potency is read from the fitted curve at half-maximal effect; % of control where 0% means no effect; nearly all actives have a fitted effect of over 65% in size
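Galactose-induced alpha-syn yeast (OD600=0.02, raffinose-pregrown) + pinned cpd, 24 hr, 30 deg C; growth by BacTiter-Glo luminescence. Growth restoration scores as activation.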
TDP43 rescue: inhibitors of TDP-43 toxicity in yeast; AID 652104; TDP-43 expressing yeast growth rescue, BacTiter-Glo, 24 h; Potency, µM (highest dose often 46.1 µM), inactives show at the highest dose growth rescue (activation), actives largely listed as activators; actives 1.8% (n = 410,000); also: potency is read from the fitted curve at half-maximal effect; % of control where 0% means no effect; nearly all actives have a fitted effect of over 50% in size
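Yeast cells expressing TDP-43 under galactose induction are exposed to compounds for 24 hr at 30 deg C. BacTiter-Glo luminescence measures growth, so protective compounds score as activators.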
EPAC2 antagonist: antagonists of human EPAC2; EPAC2 GEF exchange of Rap1B-BODIPY-GDP, fluorescence; Potency, µM (highest dose often 114 µM), without a hit: at the highest dose activity, negative = inhibition, hits mostly inhibitors; actives 0.18% (n = 360,000); AID 720708; also: potency is read from the fitted curve at half-maximal effect; % is scaled to controls: 0 for no effect and ±100 for the full control effect; nearly all actives have a fitted effect of over 45% in size; many of its hits are not listed in these tables
Target sequence (Q8WZA2 whole entry, looked up): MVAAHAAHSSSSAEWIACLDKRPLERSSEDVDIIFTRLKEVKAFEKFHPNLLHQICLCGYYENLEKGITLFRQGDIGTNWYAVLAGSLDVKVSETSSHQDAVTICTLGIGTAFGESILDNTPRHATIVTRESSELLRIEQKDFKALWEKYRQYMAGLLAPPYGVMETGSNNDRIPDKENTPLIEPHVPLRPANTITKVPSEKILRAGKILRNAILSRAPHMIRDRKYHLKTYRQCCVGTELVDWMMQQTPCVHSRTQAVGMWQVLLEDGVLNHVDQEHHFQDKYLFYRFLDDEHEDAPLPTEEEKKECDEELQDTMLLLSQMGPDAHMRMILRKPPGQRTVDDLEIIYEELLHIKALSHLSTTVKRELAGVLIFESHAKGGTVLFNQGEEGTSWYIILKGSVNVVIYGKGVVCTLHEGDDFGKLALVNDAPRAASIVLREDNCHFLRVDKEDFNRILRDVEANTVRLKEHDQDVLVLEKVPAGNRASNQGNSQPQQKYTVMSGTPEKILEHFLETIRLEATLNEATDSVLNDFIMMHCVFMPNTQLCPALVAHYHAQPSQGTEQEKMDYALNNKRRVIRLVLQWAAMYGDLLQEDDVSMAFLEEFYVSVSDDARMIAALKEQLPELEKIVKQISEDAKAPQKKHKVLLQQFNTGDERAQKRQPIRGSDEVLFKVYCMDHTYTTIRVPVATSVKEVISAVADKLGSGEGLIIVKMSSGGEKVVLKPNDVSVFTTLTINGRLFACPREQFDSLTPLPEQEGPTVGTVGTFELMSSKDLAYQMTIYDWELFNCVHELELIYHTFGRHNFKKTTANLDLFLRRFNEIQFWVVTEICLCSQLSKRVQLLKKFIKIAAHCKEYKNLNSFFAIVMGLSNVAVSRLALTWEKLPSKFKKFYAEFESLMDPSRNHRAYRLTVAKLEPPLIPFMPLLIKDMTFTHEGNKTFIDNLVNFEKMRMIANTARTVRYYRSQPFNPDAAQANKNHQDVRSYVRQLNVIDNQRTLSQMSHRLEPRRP
EPAC2 ag: agonists of human EPAC2 (RAPGEF4); Q8WZA2; actives 0.079% (n = 360,000); EPAC2 activation, biochemical qHTS; response scale: 100% = 6.5 mM cAMP response; Potency, µM (series often up to 154 µM), inactives show at the highest dose activation, actives largely listed as activators; also: potency is read from the fitted curve at half-maximal effect; nearly all actives have a fitted effect of over 50% in size
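Exchange assay: 100 nM EPAC2 with 250 nM Rap1B-BODIPY-GDP and 50 uM GDP. Fluorescence (ex 480/em 540 nm) read every 5 min for 30 min at room temperature. Data normalized to 6.5 mM cAMP as agonist control.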
Abeta rescue: compounds reversing amyloid beta toxicity in yeast. yeast expressing A-beta42, growth rescue, OD600, 48 h; response scale: 0% DMSO, 100% iron-clioquinol control. Potency, µM (titrated, usually from 46.1 µM), for the others: at the highest dose growth rescue, hits mostly activators. actives 0.063% (n = 410,000). AID 1347071; also: potency is read from the fitted curve at half-maximal effect; nearly all actives have a fitted effect of over 55% in size
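Yeast growth medium received pinned compounds, then yeast cells expressing toxic A-beta were added; plates incubated at 30 C for 48 hr. Growth read as absorbance at 600 nm, normalized to DMSO and equimolar FeCl3 plus clioquinol controls.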
DRD3 agonist: D3 dopamine receptor (human) agonism | AID 652048 | D3R DiscoveRx beta-arrestin cells, luminescence, 90 min | max activation, % | actives 0.58% (n = 410,000); in the data active = max activation above about 30%; also: 0% is about no effect; mostly tested at two doses, the higher about 12 µM
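Agonist mode: compounds and dopamine controls were applied to plated cells for 90 min at 37 degrees C after an overnight attachment at 1500 cells/well. Luminescent read-out followed 30 - 60 minutes at room temperature with DiscoveRx detection reagent.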
D3 antag: blocks the human D3 dopamine receptor; P35462; D3R cells, DiscoveRx beta-arrestin luminescence, antagonist mode; stronger effect = lower value; max response, negative = inhibition, %; actives 2.5% (n = 360,000); in the data active = max response below about -50%; inconclusive = no clear call, values can overlap the other calls; also: % is scaled to controls: 0 for no effect and ±100 for the full control effect; mostly tested at two doses, the higher about 12 µM
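Cells plated overnight at 1500 cells/well, then exposed to library compounds with dopamine controls for 90 minutes at 37 degrees C. DiscoveRx reagent added for 30–60 minutes at room temperature; luminescence read, quantitative HTS format.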
FUS yeast rescue: FUS proteinopathy suppression in yeast. Potency, µM (series often up to 76.6 µM), without a hit: top-dose growth rescue (activation), usual class: activators. actives 0.24% (n = 390,000). S. cerevisiae FUS-expressing, growth rescue, OD600, 24 h. AID 1347120;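 also: potency is read from the fitted curve at half-maximal effect; plate controls were DMSO vehicle for no effect and reference control for full effect; nearly all actives have a fitted effect of over 55% in size; some results filed as inactive show a strong effect at the top dose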
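Absorbance at 600 nm, taken 24hr after compound addition, measured rescue of FUS-yeast growth at 30C. Induction used 2% galactose with seeding at OD 0.005. Controls: CP55940 from 92uM final, DMSO only.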
* hit, by the source's call; ? = inconclusive; · = not tested or not shown; [ ] = remark or other dose. Unless noted, calls follow the shape of the dose curve; as a rule, active = well fitted curve in the direction sought with a large enough effect; inconclusive = small, poorly fitted or top-dose-only effect, or another doubt; inactive = no such curve, though single readings can be large; an effect the other way counts as inactive or inconclusive. These rows are one share of the data. The share of hits here may be higher or lower than overall.

Start of the data: the first 4 compounds (preview)
SMILES	aSyn rescue	TDP43 rescue	EPAC2 antagonist	EPAC2 ag	Abeta rescue	DRD3 agonist	D3 antag	FUS yeast rescue
C[C@@H]1CCCCO[C@@H](CN(C)Cc2ccccc2)[C@@H](C)CN([C@H](C)CO)C(=O)c2cc(NC(=O)Nc3cccc4ccccc34)ccc2O1	0.9%	0.0%	-1.4%	-11.8%	7.7%	1.4	33.8	?
O=C(c1cc(=O)[nH]c2ccccc12)N1CCN(c2cccc(C(F)(F)F)c2)CC1	1.5%	5.1%	-10.4%	-1.0%	6.8%	7.3	11.5	12.9%
COc1ccc(CCNC(=O)C2CCN(S(=O)(=O)c3ccc(C)cc3)CC2)cc1	-0.8%	-10.4%	4.6%	-3.5%	5.4%	-7.8	-18.3	-8.4%
O=C1CCCCC1	0.6%	20.4%	-4.5%	3.5%	-23.4%	3.1	18.2	-32.5%

Main list, repeating the preview:
SMILES	aSyn rescue	TDP43 rescue	EPAC2 antagonist	EPAC2 ag	Abeta rescue	DRD3 agonist	D3 antag	FUS yeast rescue
C[C@@H]1CCCCO[C@@H](CN(C)Cc2ccccc2)[C@@H](C)CN([C@H](C)CO)C(=O)c2cc(NC(=O)Nc3cccc4ccccc34)ccc2O1	0.9%	0.0%	-1.4%	-11.8%	7.7%	1.4	33.8	?
O=C(c1cc(=O)[nH]c2ccccc12)N1CCN(c2cccc(C(F)(F)F)c2)CC1	1.5%	5.1%	-10.4%	-1.0%	6.8%	7.3	11.5	12.9%
COc1ccc(CCNC(=O)C2CCN(S(=O)(=O)c3ccc(C)cc3)CC2)cc1	-0.8%	-10.4%	4.6%	-3.5%	5.4%	-7.8	-18.3	-8.4%
O=C1CCCCC1	0.6%	20.4%	-4.5%	3.5%	-23.4%	3.1	18.2	-32.5%
Nc1nc2c(nnn2C2CC(O)C(CO)O2)c(=O)[nH]1 (stereo not given)	-11.0%	-11.5%	1.8%	5.4%	-10.5%	-10.3	0.0	-16.1%
O=C(NCC(c1cccs1)N1CCOCC1)c1cc([N+](=O)[O-])ccc1Cl (stereo not given)	-6.8%	14.5%	3.0%	5.7%	14.8%	0.6	4.2	-1.9%
COC(=O)c1[nH]c2ccc(C)cc2c1NC(=O)CCN1CCN(Cc2ccc3c(c2)OCO3)CC1	0.7%	-11.3%	1.4%	-2.4%	-13.9%	-25.2	?	-2.1%
Clc1ccc(-c2nn3c(-c4ccccc4)nnc3s2)cc1	0.8%	11.0%	5.0%	-6.2%	-3.6%	2.1	14.1	48.3%
COC(=O)c1cc(=O)n(CCc2ccc(OC)cc2)c(=Nc2ccc(F)c(Cl)c2)s1	2.1%	0.0%	6.4%	14.9%	10.4%	-5.2	-11.5	2.2%
CNC(=O)c1ccsc1NC(=O)CCS(=O)(=O)c1ccc(C)cc1	1.4%	-20.6%	9.2%	8.4%	-14.2%	1.4	2.7	15.4%
Cn1c(=O)[nH]c(=O)c2[nH]c(CO)nc21	-8.0%	18.7%	10.0%	-0.7%	2.1%	6.9	8.2	·
NC(N)=NCCCC(NC(=O)c1ccccc1)C(=O)Nc1ccc([N+](=O)[O-])cc1 (stereo not given)	?	?	-6.0%	0.0%	7.6%	-43.9	-93.7*	-21.9%
O=C(NC1CC1)c1ccc(-c2ccc3nccn3c2)cc1	-5.6%	2.7%	7.7%	13.3%	-10.8%	-9.0	0.0	-18.9%
Nc1cc(=O)[nH]c(SCC(=O)Nc2cc(Cl)cc(Cl)c2)n1	-5.6%	12.8%	-6.2%	9.0%	-13.8%	-6.5	-2.2	·
CCOc1ccc(NC(=O)c2ccc3c(c2)CCN3S(=O)(=O)c2ccc(Cl)cc2)cc1	·	15.3%	·	·	4.9%	7.0	·	15.0%
O=C(O)c1ccccc1N1C(=O)C2C3CCC(C3)C2C1=O (stereo not given)	0.3%	-17.1%[9.22 µM]	19.8%	5.1%	-9.3%	4.0	11.8	18.1%
O=[N+]([O-])c1ccc2c(c1)C(O)n1nc(-c3ccccc3)nc1S2 (stereo not given)	9.4%	-26.9%	-3.7%	6.1%	-12.8%	1.8	-12.0	9.9%
O=C(NC1CCCc2ccccc21)c1ccc(F)cc1F (stereo not given)	0.5%	20.5%	-5.5%	1.0%	-2.0%	1.0	6.8	0.4%
O=C(N/N=C/c1ccc(Br)o1)c1cccnc1	-6.0%	0.2%	10.1%	4.0%	-10.1%	2.5	2.6	-15.4%
O=C(NCc1cccnc1)c1cc(S(=O)(=O)N2CCCCC2)ccc1Cl	-8.8%	11.2%	5.1%	3.8%	19.1%	1.3	5.9	20.7%
CCCCC(CC)CNC(=O)CCS(=O)(=O)c1cccc2nonc12 (stereo not given)	?	22.2%	-0.9%	-7.9%	4.3%	5.2	19.5	13.5%
Cn1cnc(S(=O)(=O)NCc2ccc(Br)cc2)c1	-1.2%	-9.4%	5.2%	-3.0%	2.4%	-19.9	-17.5	1.0%
Cc1cc(S(=O)(=O)NC2CCCCC2)ccc1OCC(=O)N1CCOCC1	-4.3%	-20.4%	12.5%	-3.4%	-11.6%	7.2	9.1	3.0%
Cc1ccc(-c2nc3ccc(Cl)cn3c2Nc2ccc3c(c2)OCCO3)o1	·	16.1%	·	·	-11.3%	8.0	·	2.7%
O=C1CC(c2ccccc2)n2nc(NS(=O)(=O)c3ccccc3)nc2N1 (stereo not given)	5.6%	5.8%	4.5%	2.8%	10.4%	6.3	10.1	0.4%

Next part:
SMILES	aSyn rescue	TDP43 rescue	EPAC2 antagonist	EPAC2 ag	Abeta rescue	DRD3 agonist	D3 antag	FUS yeast rescue
CCCSc1ccc([C@@H]2[C@H]3C(=O)N(CC)C(=O)[C@H]3[C@]3(C(=O)OC)CCCN23)cc1OC	-9.2%	3.2%	14.5%	5.2%	-18.3%	-7.7	?	22.9%
O=C(NC1CCN(C(=O)Nc2cccc(Cl)c2)CC1)c1ccco1	1.4%	-8.9%	2.0%	-3.4%	-4.1%	-2.4	4.8	5.7%
O=C(O)CSc1nnc(CSc2nc3ccccc3s2)n1-c1ccccc1	-0.3%	·	-8.9%	1.8%	4.7%	2.3	-1.8	16.8%
O=C(NC12CC3CC(CC(C3)C1)C2)N1CCC(O)(c2ccc3c(c2)OCO3)CC1	-3.5%	-3.7%	1.4%	-1.9%	7.5%	-13.2	-27.3	-5.4%
CCCCc1nc2cc(C(=O)N3CCCCC3CC(=O)OCC)ccc2o1 (stereo not given)	2.1%	19.3%	1.9%	1.3%	-0.6%	5.8	36.0	·
O=S(=O)(c1ccc(Cl)cc1)N1CCNCC1	2.4%	5.8%	-4.2%	4.7%	-11.5%	3.0	7.7	-3.5%
CC[C@@]1(C(=O)OC)N[C@H](CN(C)S(=O)(=O)c2ccc(C(F)(F)F)cc2)[C@@H]2C(=O)N(C)C(=O)[C@@H]21	0.5%	2.6%	-4.4%	-9.7%	-7.6%	-2.3	33.2	6.5%
CS(=O)(=O)c1ccc(Cl)c(NC(=O)CN2C(=O)C3CCCCC3C2=O)c1 (stereo not given)	2.6%	-4.6%	23.1%	2.8%	0.5%	-0.5	8.7	8.7%
O=C(Nc1cccc(C(F)(F)F)c1)c1ccc2c(c1)nnn2C1CCCC1	·	17.2%	·	·	-10.6%	-10.3	·	-20.0%
COc1ccc(-c2cc(C(=O)NCc3ccc(C(F)(F)F)cc3)[nH]n2)c(C)c1	6.5%	?	-18.8%	9.1%	11.4%	-7.9	-6.6	-11.3%
CC(=O)Nc1ccc(NC(=S)NC(=O)c2ccc([N+](=O)[O-])c(C)c2)cc1	0.9%	7.3%	6.1%	-1.5%	1.6%	5.3	9.4	·
O=C(CNC(=O)C(c1ccccc1)c1ccccc1)N/N=C\c1cccc(O)c1	1.0%	-4.6%	-1.2%	-6.7%	6.5%	2.9	1.5	-6.7%
O=C(NC1CCCCC1)N1CCc2[nH]c3ccccc3c2C1	2.6%	18.7%	-0.9%	-9.1%	-2.5%	-3.0	-4.5	7.5%
CCN(CC)c1ccc(NC(=O)CCCN2C(=O)C(c3ccccc3)Oc3cccnc32)c(C)c1 (stereo not given)	·	-2.1%	·	·	-17.0%	-3.6	·	6.3%
Cc1ccc(N2CCn3c2nc2c3c(=O)n(Cc3cccc(Cl)c3)c(=O)n2C)cc1C	·	12.9%	·	·	-21.9%	14.7	·	-27.8%
CN1CCN(C(=S)NC(=O)c2ccc(C(C)(C)C)cc2)CC1	-6.1%	-31.4%[inhibitor]	13.3%	-2.5%	-4.1%	-4.9	5.6	-2.4%
CCOc1ccc(CNC(=O)C2CCN(S(=O)(=O)c3cn(C)cn3)CC2)cc1OC	·	19.3%	·	·	-9.0%	-6.7	·	-6.8%
CCn1cc(Br)c(C(=O)Nc2ccc(Cl)cc2Cl)n1	1.6%	4.47µM*	3.5%[57.1 µM]	-2.2%	-6.9%	1.6	7.2	14.0%
COc1ccc(OC)c(NC(=O)COC(=O)c2c(C)noc2C)c1	3.4%	0.0%	0.9%	8.6%	3.9%	-0.6	9.6	-23.5%
C1=CC2CC1CC2CN1CCN(c2ccccc2)CC1 (stereo not given)	-0.9%	-20.4%	3.9%	9.4%	-2.4%	-9.3	-54.4*	11.8%
Cn1c(CCN2CCN(c3ccccn3)CC2)nc2cc(NC(=O)COc3ccc([N+](=O)[O-])cc3)ccc21	0.6%	1.8%	1.5%	9.2%	4.3%	20.8	-9.9	-6.3%
CCCCC(=O)Nc1ccc(C(=O)Nc2cc(C(F)(F)F)ccc2Cl)cc1	4.4%	11.3%	2.4%	-8.4%	14.2%	2.9	-6.7	12.4%
Cc1ccc(NC(=O)CSCC(=O)Nc2ccc(S(=O)(=O)N3CCCC3)cc2)cc1	-1.3%	18.9%	-3.7%	0.1%	3.5%	3.9	4.3	1.0%
COc1ccc2cc(C(=O)NCC(=O)O)sc(=O)c2c1OC	7.4%	22.7%	1.7%	9.0%	21.2%	-5.9	-18.4	7.5%
Cc1[nH]c2ccc(-c3nnc(SCC(=O)NCc4ccco4)n3Cc3ccccc3)cc2c1C	-0.7%	-3.4%	?	-0.7%	18.1%	-3.1	-4.5	?
CCOc1ccc2ccccc2c1CNCCCN1CCOCC1	-1.6%	13.4%	-6.9%	-2.2%	5.2%	-2.5	6.4	-39.0%
CCOC(=O)c1cccc(NC(=O)c2ccc3c(c2)C(=O)N(CC2CCCO2)C3=O)c1 (stereo not given)	-5.5%	0.0%	-5.2%	10.8%	-0.6%	3.7	24.5	30.9%
COc1ccc(NC(=O)c2ccccc2NC(=O)C2CCCO2)cc1 (stereo not given)	-4.6%	-3.8%	-0.1%	12.6%	-6.9%	1.9	18.0	13.0%

From PubChem BioAssay
